Bioassay records (PubChem)
DDE Tn7 FP inh – DD(E)-Tn7 binding inhibition, primary FP screen | FP displacement of FITC-Tn7 peptide from fibrin DD(E); 0% = median of compound wells per plate | P02675 | AID 720508 | inhibition, % at 8.3 µM | 0.13% of 370,000 active;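 active = inhibition above the mean of compounds falling within the control limits plus 3 SD of them, cut at about 14% in these data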;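 note: 0% = plate median of compound wells and 100% = 10 µM Aha-Tn7 peptide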
Target sequence (P02675 whole entry, looked up): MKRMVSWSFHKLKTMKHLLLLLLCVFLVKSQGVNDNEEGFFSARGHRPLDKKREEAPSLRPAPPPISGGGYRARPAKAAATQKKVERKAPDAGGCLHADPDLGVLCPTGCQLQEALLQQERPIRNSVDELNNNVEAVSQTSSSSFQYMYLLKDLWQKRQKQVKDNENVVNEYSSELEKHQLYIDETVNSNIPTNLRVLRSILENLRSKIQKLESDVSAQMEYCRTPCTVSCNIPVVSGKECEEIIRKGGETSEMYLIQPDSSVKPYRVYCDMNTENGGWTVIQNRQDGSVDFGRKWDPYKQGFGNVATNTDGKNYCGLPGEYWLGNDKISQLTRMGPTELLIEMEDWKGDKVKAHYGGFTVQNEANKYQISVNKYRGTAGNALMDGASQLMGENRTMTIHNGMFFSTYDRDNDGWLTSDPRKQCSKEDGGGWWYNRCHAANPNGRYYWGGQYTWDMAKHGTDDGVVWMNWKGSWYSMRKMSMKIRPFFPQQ
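system = human fibrin DD(E) protein | quantity = DD(E) 2 µM final | medium = Tris/NaCl/CaCl2 buffer, pH 7.8 | also added = labelled Tn7 tracer, 0.1 µM | compound dosing = single point at 8.3 µM | timing = compound with protein 10 min, then 3 h after probe, room temperature | signal = FP measurement | benchmarks = Aha-Tn7 high control | repeats = one replicate per compound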
PRMT1 FP inh – inhibitors of human PRMT1; recombinant PRMT1, activity-based probe fluorescence polarization; Q99873; inhibition, % at 2.79 µM; AID 652257; 1.3% of 370,000 active;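 active = inhibition above about 21% made by adding two undisclosed values, limit read from the data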
UHRF1 binding – human UHRF1 methylated DNA binding inhibitors; Q96T88; UHRF1 binding to methylated oligo, TR-FRET; inhibition, % at 4.4 µM; 0.75% of 370,000 active; AID 687016; in the data active = inhibition above about 21%;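 note: UHRF1 SRA domain binding a hemimethylated CpG hairpin DNA probe; 0% = median of test compound wells and 100% = reference inhibitor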
TDP2 inh – TDP2 (human) inhibition, absorbance primary screen. O95551. recombinant TDP2, T5PNP hydrolysis, p-nitrophenol absorbance 415 nm. inhibition, % at 12.8 µM. 0.34% of 370,000 active. AID 720702;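 active = inhibition above the mean of all tested compounds plus 3 SD, set per campaign, cut at about 25% in these data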;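 note: 0% = DMSO with enzyme and 100% = buffer with substrate but no TDP2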
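Incubation: 2 h at 37 °C; Test system: recombinant human TDP2; Quantity: enzyme 120 nM; Read-out basis: percent inhibition; Medium: 50 mM Tris-HCl pH 7.5 with Mg2+, KCl, DTT, BSA; Repeats: single replicate; Compound: 12.8 µM single point, 1% DMSO; Signal: epi absorbance; Reagent: 5 mM T5PNP chromogenic substrate; Benchmarks: no-enzyme high, DMSO-plus-enzyme low.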
Tn6 DDE FP – DD(E)-Tn6 binding inhibition, primary FP screen | Fibrin DD(E) TRITC-Tn6 fluorescence polarization displacement | inhibition, % at 8.3 µM | 0.21% of 370,000 active;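 active = inhibition above a per-campaign cutoff: mean of compounds within control limits plus 3 SD, cut at about 15% in these data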;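 note: 0% = median of all compound wells on the plate and 100% = blocking peptide control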
proKLK7 act – activators of human kallikrein-7 zymogen; P49862; 0.9% of 370,000 active; activation, % at 7 µM; purified proKLK7, EDANS-DABCYL substrate fluorescence; 100% is mature enzyme control, 0% vehicle;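 active = activation above the mean of all tested compounds plus 3 SD, computed per campaign excluding outliers beyond control limits, cut at about 13% in these data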
SIAE primary – human SIAE inhibition, primary screen. 0.69% of 370,000 active. inhibition, % at 9.66 µM. SIAE FP-Rh probe binding, fluorescence polarization. Q9HAT2. AID 1053197;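 active = inhibition above a cutoff: mean of compounds within the control limits plus 3 SD of those, cut at about 17% in these data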;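 note: 0% = plate median of compound wells and 100% = probe without SIAE protein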
TCR CD3 inh – blocks the human TCR-CD3 interaction | TAMRA-labeled TCR probe fluorescence, biochemical | inhibition, % at 9.4 µM | 0.37% of 360,000 active | AID 651800; in the data active = inhibition above about 19%;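 note: recombinant mutant TCR 2C K166C tagged with TAMRA read by polarization; 0% = receptor in buffer alone and 100% = receptor with positive control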
MBD2 DNA inh – inhibitors of human MBD2 binding to methylated oligonucleotide; Q9UBB5; TR-FRET; inhibition, % at 4.4 µM; 0.31% of 370,000 active; AID 686964; in the data active = inhibition above about 13%
Target sequence (Q9UBB5 whole entry, looked up): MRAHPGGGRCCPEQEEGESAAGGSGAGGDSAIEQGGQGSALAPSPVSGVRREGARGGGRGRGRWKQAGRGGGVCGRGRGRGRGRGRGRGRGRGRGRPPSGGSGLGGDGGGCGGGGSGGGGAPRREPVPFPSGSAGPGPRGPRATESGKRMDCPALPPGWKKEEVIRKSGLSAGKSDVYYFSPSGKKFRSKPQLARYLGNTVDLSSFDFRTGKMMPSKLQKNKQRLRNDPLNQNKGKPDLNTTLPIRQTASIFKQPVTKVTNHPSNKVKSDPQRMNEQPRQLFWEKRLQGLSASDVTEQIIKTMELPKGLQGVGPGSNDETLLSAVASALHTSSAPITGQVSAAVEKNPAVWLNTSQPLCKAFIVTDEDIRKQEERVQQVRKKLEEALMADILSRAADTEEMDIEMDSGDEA
LEDGF integ inh – blocks HIV-1 LEDGF/p75-dependent DNA integration; TR-FRET IN-LEDGF/p75 DNA integration, Eu/Cy5; inhibition, % at 3.7 µM; 0.64% of 370,000 active;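 active = inhibition above the screen-wide mean plus 3 SD, cut at about 13% in these data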;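 note: signal is the Cy5 over europium emission ratio at 671 and 618 nm; 0% = plate median of compound wells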
* = called active by the depositor; · = not tested or not shown.

SMILES	DDE Tn7 FP inh	PRMT1 FP inh	UHRF1 binding	TDP2 inh	Tn6 DDE FP	proKLK7 act	SIAE primary	TCR CD3 inh	MBD2 DNA inh	LEDGF integ inh
Cc1cc2oc(=O)cc(CN3CCCCC3)c2cc1C	6.0	0.0	-2.2	-4.0	11.4	0.7	8.6	12.6	-2.0	-5.7
CC(C)n1c(SCCCc2ccccc2)nc2c1c(=O)[nH]c(=O)n2C	2.0	22.2*	2.2	-9.0	-4.3	0.0	0.8	0.1	2.0	2.7
CCOC(=O)CC1=C(C(=O)OCC)C(c2cccs2)C(C#N)=C(N)O1 (stereo unspecified)	-5.0	5.7	-1.1	1.0	-2.8	-0.9	-2.5	-8.1	-3.3	4.4
COc1ccc(-c2nc(-c3ccc(Br)o3)no2)cc1OC	-2.4	5.1	0.8	-0.5	2.5	-0.2	-15.5	-4.6	-1.8	1.8
COc1ccccc1CCNC(=O)NC1CCCCC1	3.3	1.4	4.9	4.5	3.6	-0.5	1.4	-1.1	4.5	-1.5
Cc1ccc(-c2csc3nc[nH]c(=S)c23)cc1C	-1.0	4.4	-4.5	-7.2	8.7	0.0	2.9	2.2	-1.3	-1.1
Cc1cc(Cl)ccc1OCC(=O)Nc1nc(-c2cccnc2)cs1	4.5	1.0	1.5	6.0	-3.4	-0.1	1.6	-3.1	1.0	-1.5
CCOCCn1ccc2c(OCC(=O)Nc3ccccc3OC)cccc2c1=O	3.0	-0.8	-2.1	-8.7	3.6	-0.5	-0.3	1.4	-1.1	2.1
O=C(Nc1ccc(OC(F)(F)F)cc1)c1ccccc1-n1cnnn1	-0.6	-1.6	2.0	-9.1	-2.2	0.0	-6.9	-5.0	-2.7	4.2
Cc1cc(C)n(Cc2ccc(Cl)cc2Cl)c(=O)c1S(=O)(=O)c1ccccc1	6.5	-1.5	-2.8	-2.3	11.3	0.6	-12.4	2.8	-1.7	-0.5
C=CCC[C@@H](Cc1ccc(F)cc1)C(=O)OC[C@H](Cc1c[nH]c2ccccc12)NC(=O)[C@@H](CC=C)CC(=O)N[C@H](CO)Cc1ccccc1	-5.0	0.4	-2.2	3.0	0.7	0.2	11.6	4.1	-4.7	0.3
C=CCn1c(C(CCCC)CC(C)O)n[nH]c1=S (stereo unspecified)	1.7	1.3	2.5	-5.2	2.3	-0.8	-0.5	-2.8	1.8	-5.3
CC(C)Sc1n[nH]c(=O)n1-c1cccc(C(F)(F)F)c1	3.1	0.7	-0.4	2.1	4.4	0.6	-3.5	6.8	2.4	-1.9
Cc1cc(C)c(NC(=O)Cn2cc3c(n2)CCCC3)c(C)c1	-4.3	0.9	4.1	-25.1	3.7	0.0	4.9	-1.8	-4.1	6.8
CCCCN1C(=O)CC(Sc2ccccc2C(=O)O)C1=O (stereo unspecified)	-4.2	10.2	5.5	-1.5	-13.1	-4.7	-1.3	2.3	-1.2	-4.7
CC(C)c1ccc(NC(=O)CCNS(=O)(=O)c2cccc3nsnc23)cc1	1.2	0.6	1.1	10.1	-2.7	0.4	-9.2	3.9	-2.2	0.2
COc1c(F)c(F)c(C(=O)Nc2ccccc2N2CCN(C(=O)C(C)C)CC2)c(F)c1F	-5.4	-3.4	-2.2	-7.5	-1.4	0.2	-0.6	4.0	-0.7	0.5
O=C(Nc1cc(S(=O)(=O)N2CCOCC2)ccc1N1CCOCC1)c1cc2c(s1)CCC2	-5.8	2.8	1.2	-7.7	-0.1	0.7	-1.8	-11.3	4.3	1.2
CCN(CC)C(=O)C1=C(C)NC(=O)NC1c1c(F)cccc1Cl (stereo unspecified)	-5.2	0.1	5.2	-5.8	9.6	0.2	1.3	2.3	-2.3	1.1
COC(=O)c1c(NC(=O)COC(=O)[C@@H](NS(=O)(=O)c2cccc(Cl)c2)C(C)C)sc2c1CCC2	1.6	-0.4	-1.1	-5.4	3.7	-2.7	-11.7	2.7	-4.7	0.5
Cc1cc(C)c2nc(-c3ccco3)cc(C(=O)O)c2c1	1.8	36.4*	73.6*	4.3	-5.1	2.1	-0.1	6.2	13.2*	57.2*
O=C(O)c1cccc(Nc2ncnc3ccc(Br)cc23)c1	-0.8	-2.4	-0.2	2.1	3.8	0.0	-0.2	9.9	1.3	5.0
Cc1nn(CC2CC2)c(=O)n1-c1ccc(Oc2ccccc2)cc1	0.6	-3.5	-0.4	8.1	3.1	0.8	7.9	2.4	-2.8	4.8
Cc1ccc(-c2c(C#N)c(N)nc3c2CCCCCC3)o1	-7.7	11.2	-0.4	-10.5	-2.0	-2.3	-4.8	-0.9	-2.6	4.8
NC(=S)N=Nc1c(O)n(CC(=O)Nc2ccccc2)c2ccccc12	8.7	-2.0	-2.8	17.8	3.0	-0.2	1.2	0.5	-9.5	-2.8

Further entries follow:
SMILES	DDE Tn7 FP inh	PRMT1 FP inh	UHRF1 binding	TDP2 inh	Tn6 DDE FP	proKLK7 act	SIAE primary	TCR CD3 inh	MBD2 DNA inh	LEDGF integ inh
NNC(=O)c1nc[nH]c1C(=O)Nc1ccccc1	6.8	-2.6	1.6	-5.3	-16.0	-4.3	-10.1	7.0	5.8	-0.8
CCNC(=O)c1cc2c(c(-c3cccc(-c4ccccc4F)c3)n1)[C@@H](CCO)N(C(=O)CC1CC1)C2	0.4	0.1	-3.7	-8.8	4.2	-0.7	0.7	5.8	-3.1	-0.4
COc1ccc(/C=C/C(=O)Nc2ccccc2C(=O)O)cc1	-10.0	2.4	1.4	9.0	0.7	0.3	-7.5	5.8	-0.1	0.4
Cc1cccc(/C=C/c2onc(C)c2S(=O)(=O)N2CCC(C(=O)N3CCC(C)CC3)CC2)c1	1.5	1.3	1.0	12.7	4.7	-0.1	-4.7	2.2	1.1	0.6
Oc1ccccc1C=Nn1c(-c2ccccc2F)n[nH]c1=S	0.0	13.0	2.5	-4.0	3.5	-4.1	1.3	·	-1.9	2.6
Cc1cccc(N2CCN(C(=O)c3c(Cl)cnn3C)CC2)c1C	-6.7	-1.9	-1.6	6.2	8.3	-0.7	-0.2	-1.5	-4.8	1.9
CCOC(=O)CSc1ccc(C(=O)Nc2ccc(OC)cc2)cn1	1.3	-3.6	-0.2	8.2	-0.8	0.1	-3.3	-0.6	-1.5	3.6
Cc1ccc(C(=O)CC2(O)C(=O)N(CCc3ccccc3)c3ccc(Br)cc32)o1 (stereo unspecified)	0.6	-2.7	-1.2	-2.3	-3.2	0.7	1.7	-5.5	-3.5	4.8
CSc1nc(C)c2c(n1)N(c1ccc(C(C)C)cc1)CC2	2.3	-0.7	-0.1	6.3	-0.2	-0.6	4.0	6.2	0.2	-3.2
CCCn1c(SCC(=O)N2CCCc3ccccc32)nnc1-c1ccccn1	1.0	3.0	2.7	-9.2	-1.2	0.3	2.6	0.1	-0.8	-0.3
CCN(CC)c1ccc(NC(=O)c2ccc(=O)[nH]c2)cc1S(=O)(=O)Nc1ccc(OC)cc1	3.5	-7.5	-1.7	0.4	-9.0	0.0	-13.5	-7.3	-0.2	6.1
CC(C)c1onc(C(=O)NCc2ccc(F)cc2)c1[N+](=O)[O-]	1.9	-3.8	0.2	1.7	5.0	-0.1	9.7	0.8	-4.4	-0.1
CCOC(=O)N1CCN(S(=O)(=O)c2ccc3c(c2)NC(=O)CO3)CC1	-12.9	0.5	-2.3	3.8	-2.8	-0.2	2.1	2.3	-5.5	1.7
Cc1noc(C)c1S(=O)(=O)N(CC(=O)NCc1ccc(F)cc1)c1ccc(C(C)C)cc1	2.3	-3.2	-0.2	-8.5	-1.5	-0.2	-0.4	0.5	-0.4	-0.4
CCc1ccc(NC(=O)CCn2c(=O)oc3ccccc32)cc1	-6.2	-5.6	-0.2	-3.7	-8.4	0.9	-6.2	4.2	0.7	-1.0
CC1CCN(CC(O)Cn2c3ccccc3c3ccccc32)CC1 (stereo unspecified)	-2.1	-0.4	15.2	17.4	0.3	-0.6	1.6	-1.9	-0.7	-6.0
CCOC(=O)c1ccc(NC(=O)CSc2nnc(-c3cccs3)n2CC)cc1	0.0	-2.6	-4.2	-2.3	-4.0	0.6	-6.0	4.3	-2.5	-0.9
Cc1ccc(SC(c2ccccc2)C(Cn2cncn2)C(=O)c2ccccc2)cc1 (stereo unspecified)	-2.7	-2.7	-0.9	-2.8	-0.4	-0.2	-5.7	-1.1	2.0	3.1
NC(=O)C1CCN(c2nc(-c3ccc(Oc4ccccc4)cc3)cs2)CC1	0.8	0.5	-0.8	-0.7	2.9	·	3.3	·	3.0	-4.8
CCOCc1cnc(C)nc1NCC(=O)c1c(C)[nH]c2cc(C)ccc12	-0.6	-2.7	1.9	6.1	-1.5	-0.4	1.4	-5.1	-2.1	3.0
O=c1c(O)c(-c2ccccc2)oc2cc(O)cc(O)c12	9.3	4.5	1.6	2.8	-0.7	-1.2	13.6	-2.5	-0.3	-3.0
CCCn1nnc(NC(=O)COc2ccccc2Cl)n1	-9.6	-1.5	-1.0	-10.8	-1.0	-0.5	-3.4	9.5	0.3	2.0
O=C(c1ccc(Cl)c(Cl)c1)N1CCC(Oc2cccnc2)CC1	6.1	1.9	5.6	-0.6	7.5	0.2	4.6	·	4.5	0.1
CCOC(=O)C1=C(C)N=c2s/c(=C/c3ccc(OCC(=O)O)cc3)c(=O)n2C1c1cc(OC)c(OC)c(OC)c1 (stereo unspecified)	-4.4	18.4	-1.9	-8.6	-4.0	-0.6	1.3	-1.0	-3.6	2.2
CCOC(=O)n1c(=O)oc2ccc(Cl)cc21	0.4	1.2	-0.5	14.2	-7.1	-0.3	7.6	4.0	-2.8	-0.6

Following part.
SMILES	DDE Tn7 FP inh	PRMT1 FP inh	UHRF1 binding	TDP2 inh	Tn6 DDE FP	proKLK7 act	SIAE primary	TCR CD3 inh	MBD2 DNA inh	LEDGF integ inh
COc1ccc(NC(=O)c2ccco2)c(NC(=O)c2ccc([N+](=O)[O-])cc2)c1	-0.9	1.7	3.1	-6.7	5.0	-0.6	0.6	-4.4	3.0	-1.7
CC(=O)c1ccc(OCC(=O)NC(=O)NC2CCCC2)cc1	-2.8	-2.8	-1.2	-1.8	3.8	-0.3	18.3*	2.6	-2.2	2.8
NCCN1CCN(CCN)CC1	1.3	-0.4	1.1	-0.8	6.8	0.7	-1.3	4.5	0.8	2.7
Cc1cc(C)c2nc(N3CCN(C(=O)c4ccco4)CC3)sc2c1	1.2	-3.1	1.1	1.4	8.7	-0.1	7.8	2.4	1.2	3.1
Cc1ccc(CSCC(Nc2ccc(C(=O)O)cc2[N+](=O)[O-])C(=O)O)cc1 (stereo unspecified)	-1.6	8.1	-2.3	-7.7	-12.0	-0.5	11.9	-4.4	-8.5	2.4
O=C(CCc1c[nH]c2ccccc12)NC(Cc1ccccc1)C(=O)O (stereo unspecified)	-3.3	-4.5	2.2	-5.5	7.0	-0.9	4.5	6.3	0.7	5.0
